CHO-K1 Ca PAM = nonselective calcium activators in parental CHO-K1 cells, primary screen, counter-screen for M1 PAM project, cell-based, Fluo-8 calcium fluorescence, full deck, 1536-well. AID 602247, 2012. 0.02% of 360,000 active. ATP EC20; 0% at ATP EC20, 100% at ATP max. activation, % at 3 µM;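 active means activation above the run cutoff, the mean activation of all test compounds plus 3 SD, cut at about 40% in these data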;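 further: peak over basal fluorescence ratio in a 140 s read after ATP addition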
CHO parental Ca = ATP-evoked calcium signal inhibitors, parental CHO, primary screen, counter-screen for OX1R antagonist project, cell-based, fluorescence, Fluo-8 calcium dye; parental CHO-K1, ATP-induced calcium, Fluo-8 fluorescence; inhibition, % at 5.6 µM; 0.63% of 330,000 active;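 active means inhibition above that plate's mean sample inhibition plus 3 SD, cut at about 26% in these data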;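 further: 0% = ATP-challenged DMSO wells and 100% = DMSO wells without ATP; some compounds past the cut are filed as inactive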
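Assay system – parental CHO cells · Reagent – ATP stimulus · Detection – intracellular calcium via Fluo-8 no-wash fluorescent dye · Evaluation – percent inhibition of ATP-evoked calcium rise, normalized to controls · Controls – ATP wells versus no-ATP DMSO wells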
TAAR1 agonist = human TAAR1 agonists, primary screen, Fluo-8 calcium fluorescence, CHO RD-HGA16 cells. Trace amine-associated receptor 1 (Homo sapiens), Q96RJ0. vehicle wells 0%, saturating PEA agonist 100%. activation, % at 3 µM. 0.99% of 360,000 active. AID 624467, 2012;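 active means activation above the mean activation of all test compounds in the run plus 3 SD, cut at about 38% in these data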
Target sequence (Q96RJ0 whole entry, looked up): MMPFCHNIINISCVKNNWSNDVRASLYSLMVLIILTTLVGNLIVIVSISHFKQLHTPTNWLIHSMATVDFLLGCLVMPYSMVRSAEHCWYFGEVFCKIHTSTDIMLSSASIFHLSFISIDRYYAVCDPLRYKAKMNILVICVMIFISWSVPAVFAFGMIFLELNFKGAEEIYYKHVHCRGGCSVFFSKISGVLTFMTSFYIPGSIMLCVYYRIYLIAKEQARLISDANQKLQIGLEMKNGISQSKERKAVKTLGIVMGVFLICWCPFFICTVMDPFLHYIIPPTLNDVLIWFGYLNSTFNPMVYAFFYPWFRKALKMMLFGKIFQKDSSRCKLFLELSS
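Assay system – CHO-derived RD-HGA16 cells with stable Gα16 and human TAAR1 · Compound dosing – one-point dosing at 3 µM (nominal) · Incubation – 17-24 h seeding, 75 min 37 °C dye, 30 min RT · Measured by – kinetic Fluo-8 calcium fluorescence · Control set – DMSO vehicle as 0%, PEA at EC100 as 100% · Repeats – single well for each compound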
CHO-K1 Ca antag = nonselective inhibitor or artifact in parental CHO-K1 cells. ATP-induced calcium, Fluo-8 fluorescence. inhibition, % at 3 µM. 0.6% of 360,000 active. AID 602250;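 active means inhibition above a per-plate cutoff, the plate's mean sample inhibition plus 3 SD, cut at about 24% in these data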;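 further: 0% = DMSO plus EC80 ATP and 100% = DMSO alone without ATP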
V1aR counter = agonists of human V1a receptor, primary screen, counter-screen for OXTR agonist project, fluorescence, CHO-V1R cells; 0.25% of 320,000 active; AID 2797, 2010; Fluo-8 calcium fluorescence, agonist mode; 0% DMSO, 100% 3 nM vasopressin; Vasopressin V1a receptor (Homo sapiens), P37288; activation, % at 3 µM;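 active means activation above the mean activation of all tested compounds plus 3 SD, per screening run, cut at about 20% in these data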;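 further: signal is peak over basal fluorescence ratio across a 100 second FLIPR read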
OXTR potentiator = human OXTR potentiators, primary screen, fluorescence, CHO-OTR cells, Fluo-8 calcium; Fluo-8 calcium fluorescence, potentiator mode; 0% = oxytocin EC15, 100% = EC100; activation, % at 3 µM; 0.061% of 320,000 active;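 active means activation above that plate's cutoff, the mean activation of tested compounds plus 3 SD, cut at about 6.6% in these data, passing the limit was not always enough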;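 further: 100% uses oxytocin at 75 nM as the full agonist control; some results filed as inactive read as strong as hits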
Target sequence (P30559 whole entry, looked up): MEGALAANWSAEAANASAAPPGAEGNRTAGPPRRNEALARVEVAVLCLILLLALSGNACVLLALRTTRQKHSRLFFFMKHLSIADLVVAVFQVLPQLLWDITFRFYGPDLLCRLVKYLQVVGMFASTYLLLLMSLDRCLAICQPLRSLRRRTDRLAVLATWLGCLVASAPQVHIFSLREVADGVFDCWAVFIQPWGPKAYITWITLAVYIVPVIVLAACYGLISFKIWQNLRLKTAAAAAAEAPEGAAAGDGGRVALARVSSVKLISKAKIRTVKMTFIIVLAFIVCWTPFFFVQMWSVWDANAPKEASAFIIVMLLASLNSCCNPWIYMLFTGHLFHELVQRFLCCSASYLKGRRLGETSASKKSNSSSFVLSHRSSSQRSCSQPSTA
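System: human OTR in CHO cells; Also added: sub-maximal oxytocin, roughly EC15; Timing: compound 6 min at room temperature before oxytocin, 100 s read; Technique: Fluo-8 intracellular calcium fluorescence, ex 470-495, em 515-575 nm; Controls: oxytocin EC15 low and EC100 high; Replication: singlicate.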
M1 ag = human M1 muscarinic receptor agonists, primary screen, Fluo-8 calcium fluorescence, CHO-K1 cells, HTS; AID 588814, 2011; CHO-K1 hM1, agonist mode; 0% DMSO, 100% acetylcholine EC100; activation, % at 3 µM; 0.33% of 360,000 active; Muscarinic acetylcholine receptor M1 (Homo sapiens), P11229;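 active means activation above the run's mean compound activation plus 3 SD, cut at about 16% in these data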;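 further: peak over basal fluorescence ratio within a 140 s kinetic read after compound addition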
CHO-K1 Ca ag = counter-screen for M1 agonists: effect in parental CHO-K1 cells; Fluo-8 calcium fluorescence; scaled to maximal ATP response, vehicle zero; activation, % at 3 µM; 0.48% of 360,000 active; in the data active means activation above about 15%;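 further: untransfected CHO-K1 host cells lacking M1 receptor as counterscreen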
TAAR1 antag = human TAAR1 antagonists, primary screen, Fluo-8 calcium fluorescence, CHO RD-HGA16 cells. antagonist. inhibition, % at 3 µM. 1.5% of 360,000 active;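 active means inhibition above a per-plate cutoff, the mean inhibition of test compounds on that plate plus 3 SD, cut at about 49% in these data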;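 further: 0% = DMSO plus EC80 beta-PEA response and 100% = DMSO alone without agonist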
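Test system: hTAAR1-expressing CHO RD-HGA16 cells, Gα16-coupled; Probe or stimulus: EC80 β-phenethylamine stimulus; Compound dosing: single nominal final test compound concentration of 3 µM; Timing: 140 s kinetic read after compound, 140 s after agonist; Signal: Fluo-8 calcium-sensitive fluorescence; Measure: % inhibition of agonist calcium response; Controls: DMSO and EC80 PEA controls.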
* marks the source's active call; other numbers are inactive results; . = not tested or not shown.

SMILES	CHO-K1 Ca PAM	CHO parental Ca	TAAR1 agonist	CHO-K1 Ca antag	V1aR counter	OXTR potentiator	M1 ag	CHO-K1 Ca ag	TAAR1 antag
COc1ccc(NC2c3ncccc3C(=O)N2Cc2ccccc2)c(OC)c1 (configuration not stated)	23	-15	6	-32	0.1	-7	-2	-0.1	7
CCC(=O)Nc1cc(C)c(NC(=O)c2ccccc2OC)cn1	13	-17	7	-6	0.0	-3	-2	0.4	15
O=C(NCc1cccnc1)C(=O)NCC(c1ccco1)N1CCN(c2ccccc2)CC1 (configuration not stated)	-1	-7	7	-12	4.4	-3	-2	4.1	8
Cc1cc(NC(=O)CSc2nnc(-c3cccnc3)n2Cc2ccccc2)no1	9	-4	4	-12	1.0	-3	-4	0.7	-6
COc1ccc(CCN2CCCn3c2nc2c3c(=O)n(CC(C)C)c(=O)n2C)cc1OC	-5	.	9	1	.	.	-4	13	11
O=C(COC(=O)c1cnccn1)Nc1ccc(Cl)cc1	8	12	6	2	2.1	-4	2	0.4	4
COc1cc(/C=N/Nc2nc3ccccc3s2)cc([N+](=O)[O-])c1O	12	-13	-6	-11	-1.0	-3	-2	-0.2	-25
O=C(CSC1=Nc2ccccc2C2=NC(CC(=O)NCc3ccco3)C(=O)N12)NCc1ccco1 (configuration not stated)	15	-2	8	-7	-0.2	4	-7	0.9	11
O=C(Nc1nnc(SCc2ccccc2)s1)c1cccc([N+](=O)[O-])c1	-10	-1	4	22	8.1	-6	2	1.1	-2
CC(C)OCCOc1ccc2oc(-c3ccco3)cc(=O)c2c1	20	-16	0	-5	0.4	-7	0	-0.4	2
CC(=O)c1cccc(NC(=O)CSc2ccc(-c3cccnc3)nn2)c1	-3	.	4	11	.	.	-2	1.8	1
O=C(NCc1ccccn1)C1Nc2ccc(C(F)(F)F)cc2C2C=CCC12 (configuration not stated)	10	-8	5	-10	0.2	2	-4	-0.1	1
COc1ccccc1-c1c(C)nn2c(C)c(C(C)=O)cnc12	21	-18	10	-7	0.9	-3	-5	0.3	-16
O=S(=O)(/C=C/c1ccccc1)N1CCN(c2ccc(F)cc2)CC1	8	-14	8	9	-0.6	-5	-5	-0.3	14
COc1ccc(C(=O)N[C@H](C(=O)OCC(=O)NC(=O)c2cccn2C)C(C)C)cc1	25	-23	1	-13	0.4	-12	-7	1.6	8
Cc1ccc(C(=O)CCC(=O)NC2=NCCS2)cc1	4	-13	0	-13	0.7	-1	-4	-0.3	-13
Cc1ccc(N(Cc2cc3cc(C)ccc3[nH]c2=O)S(=O)(=O)c2ccccc2)cc1	26	-18	8	-7	0.0	-5	-6	0.3	-1
CCOc1ccc(C(=O)Nc2cccc(C)n2)cc1	16	-8	5	-6	0.1	-9	-2	0.7	8
Cc1coc2cc3oc(=O)c(CCC(=O)NC4CC4)c(C)c3cc12	-16	30	4	28*	9.3	-7	2	11	20
Cc1csc(NC(=O)c2oc3ccccc3c2C)n1	-7	-20	0	-2	-0.1	2	-2	0.0	-13
Cc1cccc(N2CC(C(=O)Nc3nnc(SCC(=O)N4CCOCC4)s3)CC2=O)c1 (configuration not stated)	-10	-9	0	4	0.4	-1	-1	0.4	5
COc1cc(OC)c(OC)cc1/C=N/NC(=O)C[n+]1ccccc1	19	-1	1	-7	0.3	-4	-8	0.2	-16
Cc1c(C)n(Cc2ccccc2)c2ccc(C(=O)O)cc12	-28	-7	0	-9	-0.8	-7	-3	1.8	-11
C=C(C)CN(CC)C(=O)CN1C(=O)NC2(CCc3ccccc32)C1=O (configuration not stated)	10	-9	1	6	0.2	-2	1	0.1	-9
O=C(Nc1nccs1)c1cccc2ccccc12	1	-12	6	-11	0.7	4	-1	1.3	-7
SMILES	CHO-K1 Ca PAM	CHO parental Ca	TAAR1 agonist	CHO-K1 Ca antag	V1aR counter	OXTR potentiator	M1 ag	CHO-K1 Ca ag	TAAR1 antag
COc1cccc(C=Nc2cccc3c(=O)[nH][nH]c(=O)c23)c1O	7	1	4	-16	0.7	-6	-1	0.4	-10
COc1ccc(NC(=O)N(C)C[C@H]2Oc3c(NC(=O)Nc4c(C)noc4C)cccc3C(=O)N([C@H](C)CO)C[C@@H]2C)cc1	19	-10	2	-8	1.6	6	-1	0.4	-7
O=C(NCc1nc2ccccc2[nH]1)c1c(F)c(F)c(F)c(F)c1F	-6	-18	1	-10	0.8	-8	-1	2.3	-13
COc1ccc(N2CCN(C(=O)c3ccc(CS(=O)(=O)c4ccc(OC)cc4)o3)CC2)cc1	11	-20	1	-3	2.8	5	0	2.9	4
O=C(c1cccs1)n1nc(-c2ccc(Cl)cc2)nc1NCc1ccco1	7	-7	6	0	1.2	-3	-2	0.3	-20
C/C(=N\NC(=O)CNC(=O)c1ccccc1F)c1ccco1	3	3	0	12	-0.1	-1	0	0.1	-18
COc1ccc(-c2nnc(SCC(=O)N3CCCCC3)o2)c(OC)c1	13	-12	-2	-26	0.1	0	-4	0.9	-11
Cc1nn(-c2ccccc2)c(C)c1NC(=O)COC(=O)CCOc1ccccc1	-21	-7	6	10	0.4	-6	1	2.2	-8
Cc1cccc(C(=O)n2cnnc2N)c1	13	10	0	-1	-0.1	-5	-8	0.3	-1
Cc1cc(N)ccc1-c1cc2ccccc2oc1=O	19	-13	1	-12	-0.7	-10	-1	0.6	13
CN(Cc1c(C(=O)N/N=C/c2c(F)cccc2Cl)nnn1-c1nonc1N)C1CCCCC1	6	.	0	1	.	.	-3	-0.2	-1
CCCCN1CCC(CN2C(=O)C(=O)NC[C@@H]2Cc2ccccc2)CC1	10	.	0	-14	.	.	-9	1.3	1
COc1ccc(/C=C2\SC(=S)N(CCCC(=O)N3CCN(C)CC3)C2=O)cc1OC	-10	.	-4	-8	.	.	-3	0.4	14
CCOC(=O)c1ccc(NC(=O)CSc2nnnn2CCCO)cc1	10	-13	3	1	0.1	-3	-7	0.5	-2
COc1ccccc1S(=O)(=O)Cc1ccc(C(=O)NCc2ccc3c(c2)OCO3)o1	17	-14	1	-5	0.6	-7	-5	1.5	0
O=c1ccc(C(F)(F)F)cn1Cc1cc(=O)n2cc(Br)ccc2n1	18	-10	0	-14	-0.8	-7	-12	1.6	2
O=C1CC(C(=O)N(c2ccc(F)cc2)C(C(=O)NC2CCCC2)c2ccccn2)CS1 (configuration not stated)	-8	-10	7	8	-0.1	0	-5	0.5	-4
O=C(COc1ccc(Cl)cc1)Nc1ccc2c(c1)C(=O)NC2=O	-10	18	6	-2	2.8	-11	3	5.2	-5
Cc1nc(SCC(=O)N(C)Cc2ccco2)c2c(C)c(C)sc2n1	22	-32	7	-22	5.2	-3	-3	5.1	9
CN(C(=O)COc1ccc([N+](=O)[O-])cc1)C1CCS(=O)(=O)C1 (configuration not stated)	8	1	6	-13	-0.1	-1	-11	-0.2	-5
O=C(Nc1ccccc1F)C1CCCN(S(=O)(=O)c2cccc3cccnc23)C1 (configuration not stated)	24	-33	5	-6	-0.1	-9	-1	3.8	17
COc1ccnc(CN(C)C(=O)C2CCC(=O)N(CCN(C)C)C2)c1 (configuration not stated)	36	-12	4	-20	0.3	2	-4	1.4	-23
CCC(=O)c1ccc(N2CCN(S(=O)(=O)c3ccccc3)CC2)c(F)c1	20	-6	6	-11	0.8	1	-5	0.5	22
CCn1c(/C=C/Nc2ccccc2)[n+](CC)c2ccc(Cl)cc21	15	-1	9	-4	0.8	1	-9	0.5	-2
CCOc1cc(/C=C2/COc3ccccc3C2=O)ccc1OCC(=O)N(C)C	6	.	1	-14	.	.	-7	1.4	-2
SMILES	CHO-K1 Ca PAM	CHO parental Ca	TAAR1 agonist	CHO-K1 Ca antag	V1aR counter	OXTR potentiator	M1 ag	CHO-K1 Ca ag	TAAR1 antag
CC1CCCCC12NC(=O)N(CC(=O)OCc1cccc(F)c1)C2=O (configuration not stated)	17	2	1	-1	2.6	-11	-3	1.8	-16
COCCNC(=O)C1(C)CCCN(C(=O)c2ccc(OC)c(OC)c2)C1 (configuration not stated)	7	.	1	-3	.	.	-1	0.4	0
O=C(CCS(=O)(=O)c1ccccc1)Nc1ccc2c(c1)C(=O)NC2=O	-7	6	5	2	1.0	-19	-3	0.4	-34
CC(C)(C)C(=O)NCCn1ccc2ccccc21	3	-2	1	17	1.1	-3	-4	0.1	-1
CN1CCc2nc(SC(C(=O)O)c3ccccc3)c(C#N)c(-c3cccs3)c2C1 (configuration not stated)	15	-3	0	-17	-1.0	-3	-6	-0.6	-33
Cc1ccc(NC(=O)C2CCCN2C(=O)NC2CCCCC2)cc1C (configuration not stated)	-6	0	0	-19	-0.9	-8	-2	0.6	-4
C/C(=N/NC(=O)c1cn(-c2cccc(C)n2)cn1)c1ccc(C)cc1	21	-12	5	-1	-0.4	-12	-1	0.7	-2
CCC(C)NC(=O)c1cc2cc3ccc(OC)cc3nc2s1 (configuration not stated)	11	-11	11	-2	-0.2	-15	-1	2.8	-1
COc1ccc(/C=N/NC(=O)c2ccc(NC(C)=O)cc2)cc1COc1ccc(F)cc1F	13	2	1	6	0.6	-8	-3	-0.5	1
CCOc1ccc(C(=O)NC(=S)Nc2ccccc2OC)cc1[N+](=O)[O-]	-11	-12	0	-3	0.3	-6	-8	0.1	1
CC1=C(Sc2nc3ccccc3[nH]2)C(=O)NC(C)(C)C1	24	8	-2	-11	-0.6	-13	-4	1.5	4
CN1CCC2CC1c1cc(-c3ccc(C(F)(F)F)cc3)ccc12 (configuration not stated)	15	.	35	-5	.	.	0	3.1	-4

An excerpt of these results, with bars between the fields:
molecule | CHO-K1 Ca PAM | CHO parental Ca | TAAR1 agonist | CHO-K1 Ca antag | V1aR counter | OXTR potentiator | M1 ag | CHO-K1 Ca ag | TAAR1 antag
O=C(CSC1=Nc2ccccc2C2=NC(CC(=O)NCc3ccco3)C(=O)N12)NCc1ccco1 (configuration not stated) | 15 | -2 | 8 | -7 | -0.2 | 4 | -7 | 0.9 | 11
O=C(Nc1nnc(SCc2ccccc2)s1)c1cccc([N+](=O)[O-])c1 | -10 | -1 | 4 | 22 | 8.1 | -6 | 2 | 1.1 | -2

From PubChem

Rows are unselected. About 3.3% of those tested had a hit in this group.
